Bioassay records deposited in PubChem BioAssay by National Center for Advancing Translational Sciences (NCATS).
LmPK inh: blocks Leishmania mexicana pyruvate kinase activity | Q27686 | purified LmPK, Kinase-Glo ATP luminescence, 1 h | Potency, µM (titrated, usually from 57.5 µM), for inactives: at the highest dose activity change, negative = inhibition, hits mostly inhibitors | 0.37% of 290,000 active; further: potency means the concentration at half of the fitted maximal effect; on the % scale 0 is the no-effect control and ±100 the full control effect
Target sequence (Q27686 whole entry, looked up): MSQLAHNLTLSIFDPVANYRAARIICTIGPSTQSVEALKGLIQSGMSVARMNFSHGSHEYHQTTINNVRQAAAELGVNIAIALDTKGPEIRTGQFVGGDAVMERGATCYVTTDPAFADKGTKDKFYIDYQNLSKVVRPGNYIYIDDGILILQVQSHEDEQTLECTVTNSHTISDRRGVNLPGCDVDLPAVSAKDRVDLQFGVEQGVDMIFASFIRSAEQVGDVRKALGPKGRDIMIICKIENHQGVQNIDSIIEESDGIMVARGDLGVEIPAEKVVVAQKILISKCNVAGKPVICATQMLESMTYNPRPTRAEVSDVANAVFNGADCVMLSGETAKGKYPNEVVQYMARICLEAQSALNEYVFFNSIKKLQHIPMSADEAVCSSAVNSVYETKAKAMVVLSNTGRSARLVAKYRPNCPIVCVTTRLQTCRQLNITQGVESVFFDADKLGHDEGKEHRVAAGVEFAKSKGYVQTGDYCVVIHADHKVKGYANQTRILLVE
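Pyruvate kinase activity monitored as ATP production (luciferase luminescence). Conditions: 0.1 nM enzyme, 0.5 mM PEP, 0.1 mM ADP, 1 h, RT; normalized against uninhibited and no-enzyme wells.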
TbPYK inhibitor: blocks Trypanosoma brucei pyruvate kinase; Q57TT1; TbPYK enzyme, Kinase-Glo Plus ATP luminescence, 45 min; Potency, µM (doses to about 76.8 µM), for inactives: at the top dose activity, negative = inhibition, usual class: inhibitors; 0.12% of 410,000 active; AID 624173; further: potency means the concentration at half of the fitted maximal effect; on the % scale 0 is the no-effect control and ±100 the full control effect; nearly all actives have a fitted effect of over 50% in size
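Luminescence from Kinase-Glo Plus, added after a 45-minute room-temperature reaction, served as the end-point read-out. The enzyme and substrate were preincubated with compound before ADP (130 uM final) initiated turnover. Concentration-effect curves came from normalized qHTS data.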
AmpC no deterg: inhibitors of E. coli AmpC beta-lactamase without detergent; AID 485341; Potency, µM (series often up to 57.1 µM), without a hit: top-dose activity change, negative = inhibition, hits mostly inhibitors; 0.52% of 330,000 active; AmpC nitrocefin hydrolysis, absorbance 480 nm, 0.0001% Triton;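 further: potency means the concentration at half of the fitted maximal effect; plate controls were no compound for no effect and no enzyme for full effect; nearly all actives have a fitted effect of over 20% in size; some results filed as inactive show a strong effect at the top dose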
Target sequence (P00811 whole entry, looked up): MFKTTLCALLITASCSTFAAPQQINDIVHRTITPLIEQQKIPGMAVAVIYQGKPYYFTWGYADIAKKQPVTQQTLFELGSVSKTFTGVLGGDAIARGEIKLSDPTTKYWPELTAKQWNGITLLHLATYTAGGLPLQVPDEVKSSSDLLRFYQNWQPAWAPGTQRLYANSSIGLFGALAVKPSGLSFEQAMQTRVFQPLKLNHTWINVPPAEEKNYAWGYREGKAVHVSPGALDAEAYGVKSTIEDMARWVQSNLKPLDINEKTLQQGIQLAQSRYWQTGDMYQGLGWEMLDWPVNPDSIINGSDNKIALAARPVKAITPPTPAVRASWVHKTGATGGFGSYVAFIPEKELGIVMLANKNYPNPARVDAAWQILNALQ
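20 mM phosphate pH 7.0 + 0.01% (detergent screen) or 0.0001% Triton X-100; 5.3 nM AmpC reagent; cpd preinc 15 min RT; nitrocefin (800 uM stock) to start; A480 q20 s × 4 min; Activity was normalised to no-enzyme and no-compound control wells.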
Pf growth 48h: P. falciparum growth inhibition at 48 hours (one generation). Potency, µM (highest dose often 28.7 µM), without a hit: top-dose activity change, negative = inhibition, hits mostly inhibitors. P. falciparum luciferase growth in erythrocytes, 48 h. 5.9% of 310,000 active; further: potency means the concentration at half of the fitted maximal effect; on the % scale 0 is the no-effect control and ±100 the full control effect
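Luciferase-expressing P. falciparum in infected erythrocytes (2% hematocrit, 0.1% parasitemia final) in RPMI 1640/0.5% Albumax were exposed to compound for 48 hours at 37 C, 5% CO2; growth read as luminescence.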
Shiga toxin inh: inhibitors of Shiga toxin in Vero cells. Vero cells, Shiga toxin protein synthesis inhibition reporter. inhibition, % at 38.7 µM. 9.2% of 290,000 active; in the data active means inhibition mostly above about 28%, no sharp cut-off; inactive means mostly below about 43%; further: 0% is about no effect
Pf growth 96h: P. falciparum growth inhibition at 96 hour, primary screen for plastid delayed-death inhibitors | AID 504834 | Potency, µM (doses to about 28.7 µM), for inactives: at the top dose activity change, negative = inhibition, hits mostly inhibitors | 6.9% of 320,000 active | P. falciparum luciferase reporter growth, 96 h; further: potency means the concentration at half of the fitted maximal effect; on the % scale 0 is the no-effect control and ±100 the full control effect
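Erythrocytes infected with luciferase-expressing P. falciparum were dispensed at 2% hematocrit and 0.05% parasitemia (final), then incubated with compounds 96 hours at 37 C in 5% CO2. Luminescence after detection reagent addition reported growth.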
CHX counter: counter-screen hit for Shiga toxin inhibitors, cycloheximide. cell reporter, cycloheximide protein synthesis inhibition counterscreen. max response, %. 12% of 300,000 active; in the data active means max response mostly above about 13%, no sharp cut-off; inactive means mostly below about 14%; further: read at 38.3 µM for the half of the compounds with a filed dose; 0% is about no effect
The depositor's hits bear a star; ? = inconclusive; . = not tested or not shown; & = joins results of further samples; [ ] = another dose, or the depositor's remark. Unless noted, the call rests on the fitted dose curve; in most records, active means well fitted curve in the direction sought with a large enough effect; inconclusive means small, poorly fitted or top-dose-only effect, or another doubt; inactive means no such curve, though single readings can be large; an effect the other way counts as inactive or inconclusive.

1) COc1ccc(CN2CCN(CC(=O)Nc3ccccc3C(=O)NC3CC3)CC2)cc1F
2) Cc1cccc(N(CC(=O)NC2CCCC2)C(=O)c2nsc(Cl)c2Cl)c1C
3) COc1cc(/C=N/NC2=NS(=O)(=O)c3ccccc32)cc(OC)c1OC
4) CCC1(c2ccccc2)NC(=O)N(CC(=O)Nc2nnc(C3CC3)s2)C1=O (stereo not given)
5) CC(C)(NO)/C(=N/O)c1cccs1
6) COc1ccc(NC(=O)C2CC2)cc1S(=O)(=O)N1CCOCC1
7) CCCOc1ccc(N2C(=O)CC(N3CCN(c4ccc([N+](=O)[O-])cc4)CC3)C2=O)cc1 (stereo not given)
8) CCOC(=O)c1c(C)c(C(=O)NC2CCCCCC2)c(C)n1C
9) O=C(NCc1ccccc1)C(c1cccs1)N(C(=O)c1csnn1)C1CC1 (stereo not given)
10) Cc1ccc(NC(=O)CCC(=O)N2CCOc3ccccc32)c(Cl)c1

screen / no.	1	2	3	4	5	6	7	8	9	10
LmPK inh	.	11%	1%	-7%	-9%	.	0%	-4%	-2%	-3%
TbPYK inhibitor	3%	0%	2%	1%	-11%	2%	-1%	-13%	6%	0%&-9%
AmpC no deterg	-11%	0%	-27%	-18%	-2%	-21%	48%[activator]	-4%	-21%	7%
Pf growth 48h	10µM*	?	?	4%	8%	6%	-38%	-8%	-10%	38%[activator]
Shiga toxin inh	.	-9	-7	-9	12	.	3	-3	20	17*
Pf growth 96h	?	-10%	34%[activator]	19%	53%[activator]	21%	?	.	?	-29%
CHX counter	.	-2	-2	-3	13	.	5	-3	0	11*

11) Cc1ccc2c(c1)cc(CN(Cc1ccco1)S(=O)(=O)c1ccccc1)c1nnnn12
12) O=C(COC(=O)c1ccc(O)cc1)Nc1cc(S(=O)(=O)N2CCOCC2)ccc1Cl
13) COc1ccc(C(=O)NC(=S)NNC(=O)c2ccc3ccccc3n2)cc1
14) COc1cccc(NC(=O)COC(=O)COc2cccc3c2OC(C)(C)C3)c1
15) COc1ccc(-c2nn(-c3ccccc3)cc2C(=O)NCCCn2ccnc2)cc1
16) COC(=O)c1ccccc1NC(=O)CCn1c(=O)oc2ccccc21
17) Cc1nc(C)c(-c2csc(NCc3ccco3)n2)s1
18) CCc1cccc(NC(=O)c2ccc(Cn3nc(C)cc3C)o2)c1
19) O=C(COc1ccc2ccccc2c1)N1c2ccccc2Sc2ccccc21
20) CC1NC(=O)NC1CCCCCC(=O)NCCc1ccccc1 (stereo not given)

screen / no.	11	12	13	14	15	16	17	18	19	20
LmPK inh	3%	.	-8%	3%	9%	-8%	-1%	7%	1%	8%
TbPYK inhibitor	-2%	4%	-12%	2%	3%	2%	0%	2%	3%	-3%
AmpC no deterg	-1%	-25%	-45%	13%	79%[activator]	-8%	-15%	-1%	-55%	88%[activator]
Pf growth 48h	14%	?	?	88%[activator]	.	7%	26%	4%	?	-29%
Shiga toxin inh	18	.	51	10	-7	-3	159	2	4	3
Pf growth 96h	98%[activator]	4.7µM*	?	15%	?	89%[activator]	7%	5%	13µM*	.
CHX counter	2	.	6	4	0	10	30*	-3	7	2

21) CCCOc1ccc(N2C(=O)C/C(=C\c3ccccc3)C2=O)cc1
22) N#Cc1nc(COc2ccccc2Cl)oc1N1CCCCCC1
23) COC(=O)CNC(=O)COC(=O)c1ccc(Cl)nc1
24) CCC(C)(C)NC(=O)C(c1cccn1C)N(C(=O)Cn1nnc2ccccc21)c1ccc(NC(C)=O)cc1 (stereo not given)
25) O=C(Nc1ccccc1N1CCN(c2ccc(F)cc2)CC1)C1CCCCC1
26) CC1=NN(c2ccccc2)C(=O)/C1=C\c1cc(C)n(-c2cccnc2)c1C
27) c1ccc(CSc2nnc(-c3cccs3)o2)cc1
28) O=C(CN1CCN(Cc2ccccc2)CC1)N/N=C/c1ccc(Br)s1
29) CCOC(=O)CCP(=O)(O)C(O)(c1ccccc1)c1ccccc1
30) CC(=O)N(CN1C(=O)C2CC=CCC2C1=O)c1cccc(Cl)c1 (stereo not given)

screen / no.	21	22	23	24	25	26	27	28	29	30
LmPK inh	-3%	8%	-1%	6%	1%	1%	3%	1%	-4%	-1%
TbPYK inhibitor	-7%	-4%	0%	3%	0%	-1%	0%	3%	4%	-1%
AmpC no deterg	0%	-26%	-19%	-30%	23%	30%	-21%	?	-15%	-1%
Pf growth 48h	-21%	5%	-1%	5%	?	?	114%[activator]	-8%	.	-13%
Shiga toxin inh	-2	-2	-5	25	5	15	101*	11	-8	-17
Pf growth 96h	-12%	?	0%	24%	84%[activator]	?	?	-3%	6%	129%[activator]
CHX counter	1	-3	-3	14	13	2	46*	7	-4	-7

31) COC(=O)c1cn(NC(=O)C2CCCCC2)c(=O)c2ccccc12
32) CCN(CC)c1ccc(C(=O)OCC(=O)Nc2cccc(S(=O)(=O)NC3=NCCCCC3)c2)cc1
33) COc1ccc(CC(=O)Nc2ccc(OC)c(NC(=O)c3ccco3)c2)cc1
34) CCOC(=O)c1nn(-c2ccccc2C)c(=O)c2c(N)scc12
35) COCCCNC(=O)c1c(F)c(F)c(F)c(F)c1F
36) CCN(CC)C(=O)c1ccc(NS(=O)(=O)c2ccc3[nH]c(=O)[nH]c3c2)cc1
37) Cc1ccc(OCC(=O)NCCS(=O)(=O)N2CCN(c3ccccc3)CC2)cc1
38) COc1ccccc1-n1nnnc1SC(C)C(=O)NC1CCCC1 (stereo not given)
39) CCn1ccnc1CN1CCCC(C(=O)c2cccc(C(F)(F)F)c2)C1 (stereo not given)
40) CCN(CC)CCOC(=O)C1c2ccccc2Oc2ccccc21

screen / no.	31	32	33	34	35	36	37	38	39	40
LmPK inh	-16%	3%	5%	-5%	0%	-4%	.	.	5%	-5%
TbPYK inhibitor	-3%	3%	-17%	-4%	-3%	2%	1%	5%	2%	-7%
AmpC no deterg	-10%	-5%	-36%	-33%	-14%	147%[activator]	?	-7%	62%[activator]	25%
Pf growth 48h	?	?	-6%	0%	1%	12µM*	9%	-22%	9.3µM*	32%[activator]
Shiga toxin inh	8	1	-7	-7	-16	-12	.	.	-10	13
Pf growth 96h	11%	?	?	21%	-24%	8.3µM*	6%	21%	13%	54%[activator]
CHX counter	5	-1	-1	10	0	-1	.	.	-2	-2

Overlap with the part before: three entries, then new ones.
38) COc1ccccc1-n1nnnc1SC(C)C(=O)NC1CCCC1 (stereo not given)
39) CCn1ccnc1CN1CCCC(C(=O)c2cccc(C(F)(F)F)c2)C1 (stereo not given)
40) CCN(CC)CCOC(=O)C1c2ccccc2Oc2ccccc21
41) Cc1nn(C)cc1/C=N\NC(=O)c1csc2c1CCCC2
42) CCN(CC)S(=O)(=O)c1cc(NC(=O)Cn2cnc3ccccc3c2=O)ccc1C
43) CCc1nnc(NC(=O)c2cc(S(=O)(=O)N3CCCCC3)ccc2N2CCOCC2)s1
44) O=C(CN1CCN(CC(=O)Nc2ccc(F)cc2)CC1)NCC1(N2CCOCC2)CCCCC1
45) C#CCOCCOCCOCCNc1nc(N2CCN(C(=O)CCCCCCCCCCNC(=O)[C@@H]([C@H](C)O)n3cc(C)nn3)CC2)nc(N2CCN(C(=O)CCCCCCCCCCNC(=O)[C@@H]([C@H](C)O)n3cc(C)nn3)CC2)n1
46) CCCC(=O)NC(NC(=S)Nc1ccc(S(N)(=O)=O)cc1)C(Cl)(Cl)Cl (stereo not given)
47) CCOC(=O)N1CCN(C(=O)c2ccc(OC)c(S(=O)(=O)N3CCOCC3)c2)CC1
48) Cc1c(Nc2cc(=O)oc3ccccc23)c(=O)n(-c2ccccc2)n1C
49) CN(CCC#N)C(=O)c1cc2c(s1)-c1ccccc1SC2
50) C=CCn1c(SC(C)C(=O)Nc2ccc(Cl)cn2)nnc1C1CC1 (stereo not given)

screen / no.	38	39	40	41	42	43	44	45	46	47	48	49	50
LmPK inh	.	5%	-5%	-8%	-1%	11%	.	.	6%	0%	-10%	2%	.
TbPYK inhibitor	5%	2%	-7%	-8%	0%	2%	1%	5%	-10%	0%	1%	2%	1%
AmpC no deterg	-7%	62%[activator]	25%	-1%	-16%	103%[activator]	153%[activator]	187%[activator]	-26%	-15%	-3%	15%	-16%
Pf growth 48h	-22%	9.3µM*	32%[activator]	-11%	-19%	46%[activator]	?	0.1µM*	-21%	0%	8%	153%[activator]	-23%
Shiga toxin inh	.	-10	13	65*	-10	-13	.	.	-12	-7	-12	81*	.
Pf growth 96h	21%	13%	54%[activator]	0%	.	11%	-26%	0.074µM*	?	12%	66%[activator]	165%[activator]	2%
CHX counter	.	-2	-2	65*	8	-1	.	.	-1	-1	-1	52*	.

51) O=c1[nH]c(SCc2nc3ccccc3n2Cc2ccccc2)nc2ccccc12
52) Cc1c(Br)c([N+](=O)[O-])nn1CC(=O)Nc1cccc2nonc12
53) CCOC(=O)c1cnc2nc(C)nn2c1N
54) Cc1c(-c2ccc(Cl)cc2)[n+](=O)c2c(n1[O-])CCCC2
55) COc1ccc2[nH]c(C(=O)N/N=C/c3ccccc3OC)cc2c1
56) CCn1cc(C(=O)NCCCN2CCCC(C)C2)c(=O)c2cc(S(=O)(=O)N3CCc4ccccc4C3)ccc21 (stereo not given)
57) COc1ccc(C(=O)COC(=O)c2sc(C)nc2C)cc1OC
58) CCOC(=O)CN(c1ccccn1)S(=O)(=O)c1ccccc1
59) CCn1c(CC(=O)Nc2ccc(C)cc2)nnc1SCC(=O)Nc1nc(C)cs1
60) O=C(CN1C(=O)CCOc2ccccc21)Nc1cccc(S(=O)(=O)N2CCOCC2)c1
61) CCOc1ccc(N=Cc2c(O)n(-c3cccc(C)n3)c(=O)c3ccccc23)cc1

screen / no.	51	52	53	54	55	56	57	58	59	60	61
LmPK inh	4%	0%	-1%	-2%	0%	-5%	.	1%	3%	.	7%
TbPYK inhibitor	-13%	1%	2%	-6%	1%	4%	0%	2%	-6%	-4%	3%
AmpC no deterg	-25%	-39%	1%	-7%	-38%	100%[activator]	16%	-7%	1%	-11%	149%[activator]
Pf growth 48h	.	?	38%[activator]	35%[activator]	.	?	?	-1%	34%[activator]	?	?
Shiga toxin inh	-13	-7	-5	-12	27	-34	.	-11	-15	.	-16
Pf growth 96h	-15%	43%[activator]	35%[activator]	-19%	?	?	5%	43%[activator]	75%[activator]	?	?
CHX counter	2	12	-6	-2	11	-14	.	-3	-1	.	10
